LDHA block = LDHA (human) enzyme inhibition; activity change, % (values are at about 110 or 230 µM); P00338; purified LDHA, NADH/diaphorase-resazurin fluorescence; active compounds read low; AID 1347041; 480,000 compounds, 0.15% hits; in the data active = activity change below about -30%; inconclusive = mostly about -25% to -30%;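 also: plate controls were DMSO wells for no effect and wells without enzyme for full effect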
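Human LDH5 (2 nM) was incubated with 0.06 mM NADH and 0.2 mM pyruvate for 5 min at room temperature in Tris pH 7.4. Remaining NADH was coupled through diaphorase/resazurin, and resorufin fluorescence was read at 0 and 20 min.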
D1 PAM = human D1 dopamine receptor positive modulation; HEK293 TREx D1 cells, calcium flux, dopamine EC20 potentiation; potentiation, % at 10 µM; 360,000 compounds, 0.036% hits; AID 504651; in the data active = potentiation above about 30%; also: 0% is about no effect
Target sequence (P21728 whole entry, looked up): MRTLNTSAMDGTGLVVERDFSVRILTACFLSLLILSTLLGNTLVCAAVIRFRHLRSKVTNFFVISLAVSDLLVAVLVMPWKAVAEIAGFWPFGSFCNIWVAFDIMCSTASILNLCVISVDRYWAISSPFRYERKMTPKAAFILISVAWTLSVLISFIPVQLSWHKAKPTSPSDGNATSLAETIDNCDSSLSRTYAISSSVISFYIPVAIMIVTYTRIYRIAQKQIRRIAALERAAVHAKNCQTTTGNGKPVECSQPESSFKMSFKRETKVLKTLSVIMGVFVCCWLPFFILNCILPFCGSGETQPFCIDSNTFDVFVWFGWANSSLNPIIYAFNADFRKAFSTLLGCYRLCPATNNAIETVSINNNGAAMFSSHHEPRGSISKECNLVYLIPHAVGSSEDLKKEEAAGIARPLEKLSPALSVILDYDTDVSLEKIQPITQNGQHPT
D2 potentiator = positively modulates the human D2 dopamine receptor allosterically; HEK293 T-REx D2, calcium flux, EC20 dopamine potentiation; potentiation, % at 10 µM; P14416; 340,000 compounds, 0.34% hits;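 active = potentiation over 3 SD above the plate norm, cut at about 30% in these data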; also: 0% is about no effect
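Potentiation of an EC20 dopamine calcium response measured kinetically over 180 s, after a preceding 180 s compound-only read flagging agonists. Cells: inducible Hek293 Trex D2 line, 4000/well, cultured overnight at 30 C before dye loading.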
D1 ag = agonists of human D1 dopamine receptor; P21728; HEK293 T-REx D1 cells, calcium flux, agonist mode; activation, % at 2 µM; 360,000 compounds, 1% hits; AID 504660; in the data active = activation above about 30%; also: 0% is about no effect
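Tetracycline-induced HEK293 TREx D1 cells, force-coupled to calcium signalling, were dye-loaded with a no-wash calcium kit. Compound was pin-added after a 10 s baseline. Fluorescence was read kinetically at 1 cycle/s for 180 s, with calcium rises flagged as agonism.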
D1 antag = antagonists of human D1 dopamine receptor | HEK293 TREx D1 cells, calcium flux, dopamine EC80; active compounds read low | P21728 | activity change, negative = inhibition, % at 10 µM | 360,000 compounds, 3.2% hits; in the data active = activity change below about -30%; also: % is scaled to controls: 0 for no effect and ±100 for the full control effect
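Allosteric or orthosteric antagonism assessed as attenuation of the calcium response to EC80 dopamine, added 180 s after compound, in induced HEK293 Trex D1 cells loaded with no-wash calcium dye.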
Vif-APOBEC3F blk = Vif-A3F binding inhibition; HeLa A3F-eYFP + Vif (tagged APOBEC3F with the HIV-1 protein that degrades it), YFP fluorescence increase; 390,000 compounds, 0.2% hits; Potency, µM (highest dose often 46.1 µM), for inactives: at the top dose activity, negative = active; also: potency is read from the fitted curve at half-maximal effect; % of control where 0% means no effect; nearly all actives have a fitted effect of over 65% in size
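HeLa cells stably expressing A3F-eYFP plus Vif, plated and incubated overnight at 37 deg C, then exposed to compounds overnight at 37 deg C. Blocked degradation read as raised yellow fluorescence (Ex 488/Em 500-530).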
Vif-APOBEC3G blk = Vif-A3G binding inhibition; Q9HC16; HeLa A3G-eYFP + Vif (tagged APOBEC3G with the HIV-1 protein that degrades it), YFP fluorescence, overnight; Potency, µM (highest dose often 46.1 µM), for inactives: at the top dose activity, negative = active, most hits filed as inhibitors; 410,000 compounds, 0.076% hits;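 also: potency is read from the fitted curve at half-maximal effect; % is scaled to controls: 0 for no effect and ±100 for the full control effect; nearly all actives have a fitted effect of over 60% in size; hits raise eYFP signal because A3G escapes Vif-driven loss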
Target sequence (Q9HC16 whole entry, looked up): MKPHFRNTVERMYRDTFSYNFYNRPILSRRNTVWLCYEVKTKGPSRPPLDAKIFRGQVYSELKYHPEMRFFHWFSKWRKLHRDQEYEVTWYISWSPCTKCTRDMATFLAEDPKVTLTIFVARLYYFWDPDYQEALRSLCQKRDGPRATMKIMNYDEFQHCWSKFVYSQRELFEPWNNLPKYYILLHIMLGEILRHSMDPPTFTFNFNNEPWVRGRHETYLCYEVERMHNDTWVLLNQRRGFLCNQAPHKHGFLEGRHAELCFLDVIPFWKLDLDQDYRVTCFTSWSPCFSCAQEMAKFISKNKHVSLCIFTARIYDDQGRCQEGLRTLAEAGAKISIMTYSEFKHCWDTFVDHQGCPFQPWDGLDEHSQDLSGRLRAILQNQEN
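Read-out is eYFP fluorescence (Ex 488/Em 500-530) from Vif-expressing HeLa A3G-eYFP cells; more signal means A3G escaped Vif-mediated degradation. Cells plated overnight, compound pinned in, incubated overnight at 37 deg C.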
RXFP1 agonist = activates the human relaxin receptor RXFP1 | Q9HBX9 | HEK293T-RXFP1 cAMP TR-FRET, 30 min; response scale: percent of porcine relaxin response, buffer zero | Potency, µM (doses to about 57.5 µM), without a hit: at the top dose activation, actives largely listed as activators | 370,000 compounds, 0.3% hits | AID 2676; also: potency is read from the fitted curve at half-maximal effect; % is scaled to controls: 0 for no effect and ±100 for the full control effect; nearly all actives have a fitted effect of over 60% in size; many of its hits are not listed in these tables
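HEK293 cells stably expressing RXFP1, treated 30 min at 37C with compounds plus PDE4 inhibitor Ro 20174; cAMP measured by HTRF TR-FRET. Normalized to buffer and 29 nM porcine relaxin; EC50 by Hill fit.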
Glioma ERSR ind = ER stress response induction in glioma; U87-MG GRP78 promoter luciferase reporter, 16 h; Potency, µM, inactives show at the highest dose activation, most hits filed as activators; 420,000 compounds, 0.02% hits; also: potency is read from the fitted curve at half-maximal effect; series mostly up to about 76 µM; % of control where 0% means no effect; nearly all actives have a fitted effect of over 35% in size
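Stably transfected U87-MG glioma cells carrying a GRP78-based luciferase sensor; 16 h compound incubation. Luminescence end-point read 10 min after Bright-Glo addition at room temperature.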
* = called active by the depositor; ? = inconclusive; nt = not tested or not shown; & = joins results of further samples. Unless noted, calls follow the shape of the dose curve; as a rule, active = well fitted curve in the direction sought with a large enough effect; inconclusive = small, poorly fitted or top-dose-only effect, or another doubt; inactive = no such curve, though single readings can be large; an effect the other way counts as inactive or inconclusive. This is a subset. The share of hits here may be higher or lower than overall.

SMILES	LDHA block	D1 PAM	D2 potentiator	D1 ag	D1 antag	Vif-APOBEC3F blk	Vif-APOBEC3G blk	RXFP1 agonist	Glioma ERSR ind
O=C(Nc1ccc(O)c(C(=O)O)c1)c1ccc2c(c1)C(=O)N(CC1CCCO1)C2=O (configuration not stated)	0	-1	11	2	-7	-1%	-1%	3.3%	-3%
CC(Oc1ccccc1)C(=O)Nc1nnc(S(=O)(=O)Nc2ccccc2)s1 (configuration not stated)	-4	-7	7	1	-5	-5%	-10%	0.6%	-5%
COCCCNC(=S)NNC(=O)c1csc(C)n1	0	-2	6	4	1	1%	-1%	-1.9%	-4%
CCOc1ccccc1N1CC(O)=C(c2nc3ccccc3s2)C1=N	-1&-1	-3	-4	5	1	-1%	?	4.2%	-1%
COc1ccc(Nc2ncnc3ccccc23)cc1	-6	-8	-2	-2	-7	nt	1%	1.8%	-13%
CCOc1ccc(CCNC(=O)CN2CCN(Cc3ccccc3C)C2=O)cc1OCC	-1	6	nt	21	-12	0%	0%	1.7%	-7%
CC(c1ccccc1)N1C(=O)C2C3CCC(C3)C2C1=O (configuration not stated)	-5	0	-4	0	-10	7%	0%	-0.2%	0%
O=C(Cc1coc2ccc3ccccc3c12)N1CCN(c2ncccn2)CC1	0	0	-4	1	3	-3%	-3%	1.0%	-4%
CCCn1c(N)c(N(CCOC)C(=O)/C=C/c2ccc(C(=O)OC)cc2)c(=O)[nH]c1=O	-4	-3	1	6	-2	1%	5%	4.0%	-1%
CC(C)OC(=O)c1ccc(NCc2cc(O)ccc2O)cc1Cl	31	nt	nt	nt	nt	?	13µM*	nt	-8%
COc1ccc(Cc2nnc(SC(C)C(=O)Nc3ccc(F)cc3Cl)o2)cc1 (configuration not stated)	0	2	10	1	33	1%	1%	0.2%	-2%
COc1cc(NC(=O)c2cccc(Cl)c2Cl)ccc1NC(=O)c1cc2ccccc2o1	-2	-2	1	-1	-15	2%	-2%	0.8%	-3%
COc1ccc(OC)c(NC(=O)c2cc(CN3CCCC3)on2)c1	-3	-2	-15	1	-9	4%	3%	-0.9%	-5%
O=C(CN(Cc1ccccc1)C(=O)CNS(=O)(=O)c1ccc(Cl)cc1)NCC1CCCO1 (configuration not stated)	-5	-4	1	5	3	14%	0%	2.2%	-6%
O=C(COC(=O)c1cccnc1)Nc1cccc2ccccc12	-13	6	2	4	-9	?	-7%	-0.2%	-3%
CC(C)CC(=O)NCCc1ccncc1	-11	1	-1	0	-5	1%	3%	-1.7%	3%
CCOC(=O)C1CCN(C(=O)C2CCN(S(=O)(=O)N3CCC4(CC3)OCCO4)CC2)CC1	-2	0	-1	0	9	-6%	-1%	-3.4%	-1%
COc1ccccc1CNC(=O)COC(=O)C1CCN(S(=O)(=O)c2ccccc2)CC1	-3	-4	6	2	4	2%	-1%	1.4%	-2%
COc1ccc(CCNC(=O)C(=O)NCC(c2cccs2)S(=O)(=O)c2ccc(F)cc2)cc1 (configuration not stated)	3	-1	10	16	nt	2%	1%	3.1%	-2%
O=c1c2ccccc2nc(CSc2nnnn2-c2ccccc2)n1-c1ccccc1Cl	-4	-1	15	3	-35*	-9%	-3%	-0.2%	-4%
COc1ccc(C(=O)/C=C/c2ccc(OC)c(CN3CCOCC3)c2)cc1	-3	-7	-6	0	-1	2%	?	0.4%	-2%
CC(C)c1ccc(S(=O)(=O)N2CCN(C(C)C(=O)NC3CCCC3)CC2)cc1 (configuration not stated)	-2	-3	7	3	5	5%	2%	-0.3%	-1%
CCC/C=C/c1ccc(CN2C(C)C(=O)N(Cc3cn(Cc4ccco4)nn3)CCS2(=O)=O)cc1 (configuration not stated)	2	nt	nt	nt	nt	2%	0%	nt	-1%
CN(C)S(=O)(=O)c1cccc(NC(=O)c2cccc(NS(=O)(=O)c3ccccc3)c2)c1	-6	-8	-19	-1	-1	-1%	1%	3.0%	-2%
CCOC(=O)N1CCC(NC(=O)c2oc3c(c2C)-c2[nH]ncc2CC3)CC1	19	-6	18	0	3	-4%	-5%	-0.4%	-3%
CNC(=S)N1CCC(NC(=O)C(Cc2ccc(F)cc2)NC(C)=O)CC1 (configuration not stated)	-20	-9	-2	4	0	-1%	1%	0.9%	-2%
CN(Cc1ccccc1)CC(O)COc1ccc(CNCc2ccc(Cl)s2)cc1 (configuration not stated)	0	-5	-13	54*	-41*	-8%	12%	-0.6%	-6%
Cc1cc2cc(CNC(=O)c3ccc(Br)o3)ccc2n1C	3	-6	-4	8	4	-4%	-2%	25%	-4%
CCOC(=O)c1cn2c(C)cccc2n1	-4	-7	4	0	-15	-1%	0%	27%	2%
Cc1ccccc1Nc1ncc(C#N)c(N)n1	-11	-3	3	1	0	-10%	0%	0.5%	8%
N#C/C(C(N)=O)=C1/CCCN1Cc1ccccc1	-8	nt	nt	nt	nt	-1%	0%	nt	0%
CCc1ccc(OCC(=O)Nc2ccc3c(c2)c2ccccc2n3CC)cc1	-4	-7	nt	-2	-3	0%	0%	-1.1%	-4%
O=CN1CCN(C(=O)CN2C(=O)c3ccccc3C2=O)CC1	-8	2	nt	6	36	6%	2%	0.5%	-3%
COc1ccc(-c2cc(C(=O)NCCc3ccc(OC)c(OC)c3)c3c(-c4ccc(F)cc4)[nH]nc3n2)cc1	3	-2	9	3	-19	1%	-5%	15%	-2%
CC(C)Oc1ccc(CCNC(=O)C2CCC(=O)N(C3CCCCCC3)C2)cc1 (configuration not stated)	-1	-5	5	4	-22	-3%	5%	3.0%	1%
Cc1cccc(CN2CCC(CNc3ncnc4onc(-c5ccc(Cl)cc5)c34)CC2)c1	-2	-2	-24	3	15	1%	1%	0.2%	-2%
COc1cccc(NC(=O)C(=O)N/N=C/c2ccc3c(c2)OCO3)c1	-3	0	5	1	-6	-3%	1%	-0.7%	-1%
COc1ccc(CC(=O)NCc2nnc(SCC(=O)c3ccc(OC)cc3)n2C)cc1	-2	3	0	0	0	16%	3%	1.0%	-1%
COc1ccc(OC)c(C2C3=C(CCCC3=O)Nc3c2c(=O)n(C)c(=O)n3C)c1 (configuration not stated)	-9	-2	32*	2	0	0%	1%	5.8%	-2%
CC(=O)Nc1ccc(NC(=O)CSc2nnc(-c3ccco3)n2Cc2ccco2)cc1	-2	2	-4	1	-16	-7%	1%	-2.3%	4%

Five compounds drawn at random from the list so far, as already listed:
SMILES	LDHA block	D1 PAM	D2 potentiator	D1 ag	D1 antag	Vif-APOBEC3F blk	Vif-APOBEC3G blk	RXFP1 agonist	Glioma ERSR ind
Cc1cccc(CN2CCC(CNc3ncnc4onc(-c5ccc(Cl)cc5)c34)CC2)c1	-2	-2	-24	3	15	1%	1%	0.2%	-2%
COc1ccccc1CNC(=O)COC(=O)C1CCN(S(=O)(=O)c2ccccc2)CC1	-3	-4	6	2	4	2%	-1%	1.4%	-2%
O=C(Cc1coc2ccc3ccccc3c12)N1CCN(c2ncccn2)CC1	0	0	-4	1	3	-3%	-3%	1.0%	-4%
COc1cc(NC(=O)c2cccc(Cl)c2Cl)ccc1NC(=O)c1cc2ccccc2o1	-2	-2	1	-1	-15	2%	-2%	0.8%	-3%
O=CN1CCN(C(=O)CN2C(=O)c3ccccc3C2=O)CC1	-8	2	nt	6	36	6%	2%	0.5%	-3%

Remaining list, next part:
SMILES	LDHA block	D1 PAM	D2 potentiator	D1 ag	D1 antag	Vif-APOBEC3F blk	Vif-APOBEC3G blk	RXFP1 agonist	Glioma ERSR ind
CCOC(=O)c1ccc(Nc2c(CC)c(C)nc3ncnn23)cc1	-3	-5	-5	-2	-12	0%	-2%	-0.9%	-3%
CCOc1ccccc1NC(=O)CN(c1cc(C)cc(C)c1)S(=O)(=O)c1c(C)nn(C)c1C	1	0	-7	4	-28	6%	-3%	0.7%	0%
O=C(NCCOc1ccc(Cl)cc1)C(=O)NCC1CCCO1 (configuration not stated)	-5	-8	3	-1	-8	7%	0%	0.4%	-8%
O=C(Nc1ccc(F)cc1)C1CCN(S(=O)(=O)c2cccc3nonc23)CC1	-2	-2	-7	1	-4	?	-6%	4.9%	3%
CC(C)c1cccc(OCCN2CCCC2)c1	-15	-4	-23	2	-8	7%	0%	1.0%	-1%
CC1(/[N+]([O-])=C/c2cccc(Cl)c2)CCCCC1=O (configuration not stated)	-4	5	-1	2	15	-4%	-1%	-2.1%	-1%
Cc1ccc(C(=O)c2oc3ccccc3c2NC(=O)Cc2coc3ccc(C)cc23)cc1	-3	0	-7	2	11	3%	2%	0.7%	-2%
Cc1ccc(-c2noc(-c3ccc(N4CCC(C)CC4)c([N+](=O)[O-])c3)n2)cc1	-4	-2	1	2	1	1%	0%	6.6%	-1%
Cc1cccc(C(=O)NNC(=O)c2cccc([N+](=O)[O-])c2)c1	0	-2	-2	-1	0	-9%	-3%	-0.5%	-2%
Cc1cccn2c(CN3CCNC(=O)CC3)c(C(=O)N(C)CCc3ccccc3)nc12	-1	-3	10	5	9	-2%	-1%	0.6%	-3%
Cc1ccc(NC(=O)CCNC(=O)c2ccc(Br)cc2)cc1S(=O)(=O)N1CCCCCC1	4	-6	19	2	9	-3%	0%	0.6%	-5%
CN(C)C(CNC(=O)C1CCN(S(=O)(=O)c2ccccc2C(F)(F)F)CC1)Cc1ccccc1 (configuration not stated)	-2	-4	-12	9	-10	5%	4%	0.1%	-3%
Cn1nnnc1SCCNCc1cccnc1	-3	4	5	1	-2	-2%	4%	-1.4%	-3%
COC(=O)c1cc(=O)n(Cc2ccc(OC)cc2)c(=NCc2ccc(OC)cc2)s1	-6	1	-2	4	0	-13%	0%	-0.8%	-4%
Cc1onc(-c2ccccc2)c1C(=O)NNC(=O)c1ccccc1	-1	-6	14	1	4	5%	-3%	1.0%	-3%
COC(=O)C(Cc1ccccc1)NC(=O)c1cc(S(=O)(=O)N(C)C)ccc1Cl (configuration not stated)	-4	-1	-2	3	-5	-4%	1%	-1.8%	2%
COc1ccc(CCNC(=O)CSc2ccccn2)cc1	-9	-1	-1	2	5	14%	3%	-2.9%	-6%
CN(C)c1ccc(C(CC(=O)c2ccccc2)C2CCCCC2=O)cc1 (configuration not stated)	1	-5	8	1	0	5%	2%	1.0%	-5%
